# Source: PubChem BioAssay
# MEKK2 WT-MEK5 = modulators of MEK5 binding to wildtype MEKK2, primary screen, biochemical, multiplex bead flow cytometry, Alexa488-MEK5; Mitogen-activated protein kinase kinase kinase 2 (Homo sapiens), Q9Y2U5; Alexa488-MEK5 binding to MEKK2 WT; actives lie on both sides; hit rate 1.1% among 290,000; binding response (% of control), % at 10 µM; in the data active means binding response below about 67% or above about 130%
# IDE inh = human IDE inhibitors in live cells, primary screen, fluorescence polarization, HEK cells, FAbetaB substrate. Insulin-degrading enzyme (Homo sapiens), P14735. FAbetaB cleavage. inhibition, % at 5.59 µM. hit rate 0.41% among 320,000. AID 434962, 2010;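 active means percent inhibition above the average of all tested compounds plus 3 SD, set per screening campaign, cut at about 16% in these data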;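 further: IDE supplied by intact live HEK cells; FP after avidin binding of uncleaved biotin substrate so inhibition keeps polarization high; 0% = DMSO wells and 100% = 60 µM reference IDE inhibitor Ii1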
# M18AAP inhibitor = PfM18AAP inhibitors, malaria aminopeptidase, primary screen, biochemical, QFRET, recombinant enzyme | H-Glu-NHMec fluorogenic cleavage | M18 aspartyl aminopeptidase (Plasmodium falciparum 3D7) | inhibition, % at 7.35 µM | hit rate 1.2% among 290,000;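 active means inhibition above the campaign mean inhibition over all tested compounds plus 3 SD, cut at about 28% in these data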;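 further: 0% = plate median of test compound wells and 100% = 2 mM ZnCl2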
# NALP1 yeast inh = NALP1 inflammasome inhibitors in reconstituted yeast, colorimetric, S. cerevisiae, triplicate retest; hit rate 0.61% among 280,000; inhibition, % at 10 µM; S. cerevisiae NALP1/ASC/caspase-1 growth, X-gal OD620, 72 h; in the data active means inhibition mostly above about 24%, no sharp cut-off; inactive means mostly below about 32%; further: some compounds called inactive have numbers as strong as hits
# pCIP destab = p/CIP-EGFP fusion destabilizers, primary screen, fluorescence, F442A cells | Q05BA5 | 16 h | decrease of EGFP signal, % at 10 µM | hit rate 0.01% among 290,000 | AID 1984, 2009;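 active means EGFP signal decrease of at least 30% at 10 µM or well 3 SD below plate mean, unless failing retest; inactive means the rest, including hits failing retest or dose response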; further: some compounds called inactive have numbers as strong as hits; many of its hits are not listed in these tables
# UBC9 SUMO inh = inhibitors of in vitro SUMOylation cascade, primary screen, biochemical, HTRF, uHTS | hit rate 0.36% among 290,000 | SUMO-conjugating enzyme UBC9 (Homo sapiens), P63279 | inhibition, % at 35 µM | HTRF SUMOylation assay, SAE1/SAE2 + UBC9; in the data active means inhibition above about 50%, passing the limit was not always enough; further: strong numbers were not always called active
# Target sequence (P63279 whole entry, looked up): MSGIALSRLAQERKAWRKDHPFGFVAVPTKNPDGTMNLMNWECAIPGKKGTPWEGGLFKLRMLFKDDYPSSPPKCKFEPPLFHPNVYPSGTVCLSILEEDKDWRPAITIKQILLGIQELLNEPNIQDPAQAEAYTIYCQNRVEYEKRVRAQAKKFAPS
# MEKK3 PB1 HTS = modulators of MEKK3-MEK5 PB1 binding, primary screen, biochemical, wildtype MEKK3, multiplex bead flow cytometry, Alexa488-MEK5; hit rate 1.4% among 290,000; bead-based flow cytometry, Alexa488-MEK5 binding to MEKK3; actives lie on both sides; 0 = blocked by unlabeled MEK5, 100 = vehicle; AID 1529, 2009; binding response (% of control), % at 10 µM;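 active means binding response more than 3 SD above or below the average of its plate-row segment, actives on both sides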;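 further: Alexa488 bead fluorescence after subtracting the streptavidin-only scavenger bead signal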
# Target sequence (Q99759 whole entry, looked up): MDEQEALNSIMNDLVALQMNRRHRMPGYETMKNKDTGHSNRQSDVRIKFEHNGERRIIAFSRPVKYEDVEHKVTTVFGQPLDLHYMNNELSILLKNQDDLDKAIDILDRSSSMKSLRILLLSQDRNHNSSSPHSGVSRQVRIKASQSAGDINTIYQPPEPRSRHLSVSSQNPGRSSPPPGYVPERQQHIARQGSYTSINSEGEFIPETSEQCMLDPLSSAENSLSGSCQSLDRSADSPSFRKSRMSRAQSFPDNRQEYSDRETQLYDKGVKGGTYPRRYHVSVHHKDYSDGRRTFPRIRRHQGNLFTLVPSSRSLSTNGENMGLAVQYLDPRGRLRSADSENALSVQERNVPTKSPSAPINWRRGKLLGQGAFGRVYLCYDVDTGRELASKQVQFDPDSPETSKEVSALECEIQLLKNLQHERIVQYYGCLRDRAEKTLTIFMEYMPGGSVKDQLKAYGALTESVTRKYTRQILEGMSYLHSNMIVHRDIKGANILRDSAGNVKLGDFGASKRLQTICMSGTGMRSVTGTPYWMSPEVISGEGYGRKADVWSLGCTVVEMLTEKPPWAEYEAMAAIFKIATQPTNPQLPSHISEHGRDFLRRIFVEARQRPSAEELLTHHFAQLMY
# IDE act = human IDE activators in live cells, primary screen, fluorescence polarization, HEK cells, FAbeta-B substrate; Insulin-degrading enzyme (Homo sapiens), P14735; FAbeta-B cleavage; 0% vehicle, 100% cell-free pure enzyme wells; activation, % at 5.96 µM; hit rate 0.073% among 340,000; AID 493087, 2011;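 active means activation above the mean of all tested compounds plus 3 SD, set per screening campaign, cut at about 17% in these data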
# MEKK2 mut-MEK5 = MEK5 binding signal on mutant MEKK2 PB1, primary screen, biochemical, multiplex bead flow cytometry, Alexa488-MEK5. percent response, % at 10 µM. Alexa488-MEK5 binding to MEKK2 mutant. hit rate 0.35% among 290,000; in the data active means percent response above about 24%, passing the limit was not always enough; further: inactives centre near 1; some results filed as inactive read as strong as hits; reference of the scale not given here
# The depositor's hits bear a star; nt = not tested or not shown. An excerpt (hit frequency here may not be typical).
SMILES,MEKK2 WT-MEK5,IDE inh,M18AAP inhibitor,NALP1 yeast inh,pCIP destab,UBC9 SUMO inh,MEKK3 PB1 HTS,IDE act,MEKK2 mut-MEK5
CCCc1[nH]nc2c1C(c1ccc(OC(=O)N3CCOCC3)cc1)C(C#N)=C(N)O2 (stereo not drawn),101,-1,6,8,-9,13,104,1,2
CCOC(=O)C1(Cc2cccc(Cl)c2)CCCN(C(=O)c2cc(C(C)C)nn2C)C1 (stereo not drawn),105,-7,-2,18,-9,-12,105,4,4
COc1ccc(N(C(=O)c2ccncc2)S(=O)(=O)c2ccc(F)cc2)cc1,108,3,-5,14,-24,9,105,-5,6
C[C@@H]1CC2[C@@H]3CC[C@H]4CC(=O)CC[C@]4(C)C3=CC[C@]2(C)[C@@]1(O)C(=O)CO (stereo partly drawn),97,9,-11,22,-7,2,102,3,-4
CC(C)[C@H](NC(=O)c1ccccc1)C(=O)OCC(=O)N1CC2(C)CC1CC(C)(C)C2 (stereo partly drawn),100,0,-2,10,2,-8,96,0,-1
CCn1c(C)cc(O)c(C(=O)Nc2cccc(Cl)c2)c1=O,107,-9,12,4,0,-5,104,7,2
COc1ccc(/C(O)=C/c2nc3ccccc3n(-c3ccccc3)c2=O)cc1,62,-7,2,14,-32,6,88,0,-8
Clc1ccc2[nH]cc(-c3nnnn3-c3ccc4ccccc4c3)c2c1,116,0,0,44,4,-14,102,0,3
Cc1cccc(C(=O)N2CCC(n3nnc4cc(F)ccc43)CC2)c1,106,11,0,23,12,-5,106,3,5
Oc1ccccc1-c1nc(NCc2cccnc2)c2ccccc2n1,89,3,-7,0,1,8,92,-3,-1
Cn1c(SCC(=O)NC(C)(C)C)nnc1-c1cccc(NC(=O)c2ccccc2F)c1,108,1,-2,7,-4,3,108,4,5
Cc1csc(NC(=O)CSc2nnc(-c3ccccc3)o2)n1,101,5,8,7,-6,14,103,2,4
CCNc1nc(OCCNC(C)=O)nc(N(C)C)n1,95,-4,-2,-1,-15,13,97,6,-2
Cc1ccc(N(CC(=O)NCc2ccco2)C(=O)CCC(=O)Nc2ccccn2)cc1C,98,4,1,3,12,8,97,2,-1
CCN=C1SC(CC(=O)Nc2ccc(N3CCOCC3)cc2)C(=O)N1CC (stereo not drawn),102,10,1,-3,-9,-22,100,-4,4
COc1ccc(OCc2nnc(SC3CCOC3=O)n2-c2ccccc2)cc1 (stereo not drawn),102,-2,-2,9,-4,15,104,3,6
Cc1ccc(NC(=S)N2CCCCCC2)c(C)c1,95,-4,0,29,0,6,99,0,-7
CCOC(=O)c1cccc(NC(=O)CSc2nnc(CNc3ccc(C)cc3)n2CC)c1,95,1,0,4,5,23,96,0,2
CCOC(=O)N1CCN(c2c(NCc3ccc(Cl)cc3)c(=O)c2=O)CC1,108,-1,5,-16,-16,5,102,1,10
NC(=S)c1ncc(C(F)(F)F)cc1Cl,101,3,25,2,-7,15,101,5,4
COC(C[C@H](O)C[C@@H](O)COCc1ccccc1)OC,98,nt,nt,nt,-5,16,98,3,3
CCOC(=O)C1=C(N)Oc2cc(O)ccc2C1c1ccc(Br)cc1 (stereo not drawn),107,1,-8,5,-9,-14,108,0,15
COc1ccc(-n2c(Cc3cccn3C)nnc2SCC(=O)NCc2ccc(F)cc2)cc1,95,3,4,28,2,24,95,7,-2
CN(CCC#N)CC(=O)Nc1ccc(NC(=O)CN(C)CCC#N)cc1,103,6,-5,-4,-16,-8,103,-2,1
O=C(NCCc1ccccc1)c1ccc(Cl)nc1,95,6,-7,4,2,-31,93,-1,2
# Additional compounds
SMILES,MEKK2 WT-MEK5,IDE inh,M18AAP inhibitor,NALP1 yeast inh,pCIP destab,UBC9 SUMO inh,MEKK3 PB1 HTS,IDE act,MEKK2 mut-MEK5
Cc1ccc(C)c(N2CCN(C(=O)c3cccn4c(=O)c5sccc5nc34)CC2)c1,89,6,-12,-5,-2,14,97,-8,-3
Cc1nn(CC(=O)NCc2ccccc2F)c(C)c1[N+](=O)[O-],100,-1,-1,24,-6,16,101,-1,0
CCc1ccc(NC(=O)NCCCN2CCCC2=O)cc1,110,-6,-2,14,4,6,106,2,9
OC(CN1CCN(Cc2ccccc2)CC1)Cn1c2ccccc2c2ccccc21 (stereo not drawn),119,-5,3,50*,-1,-24,112,5,7
Cc1cccc(N2CCN(C(=O)c3cc4c(=O)[nH]c5ccccc5c4n3C)CC2)c1C,91,2,4,nt,nt,nt,101,1,1
CC(=O)c1ccc(S(=O)(=O)Nc2ccc(C(=O)NCC(c3ccccc3)N(C)C)cc2)cc1 (stereo not drawn),nt,-1,-7,-7,-5,-11,nt,11,nt
COc1ccc(NC(=O)C2CCN(S(=O)(=O)c3c(C)noc3C)CC2)cc1Cl,104,-1,-1,16,-10,5,108,-2,3
Cc1cc(C)cc(NC(=O)CN2CCc3cc4c(cc3C2C)OCCCO4)c1 (stereo not drawn),100,2,-7,34,-1,1,99,2,-6
O=C(CSc1cccc(C(F)(F)F)c1)Nc1cc(S(=O)(=O)N2CCCC2)ccc1Cl,110,4,-1,10,-4,-13,103,3,-1
COc1cc(C(=O)NC2CCCC2)c(Br)c(OC)c1OC,98,-2,0,5,7,6,105,-2,-1
COc1ccccc1-c1c(C(F)(F)F)oc2cc(OC(=O)c3cccc([N+](=O)[O-])c3C)ccc2c1=O,97,1,-12,3,-6,11,102,-6,-4
Oc1ccc(CN2CCCCC2)c2cccnc12,112,1,10,1,5,-11,115,1,5
COc1ccccc1C(=O)NCCC(=O)NCC(C)(C)N1CCOCC1,108,1,-8,12,7,9,99,-1,6
CC1CCC(=NNc2ccc(C(F)(F)F)cc2[N+](=O)[O-])CC1 (stereo not drawn),111,-2,-9,28,-2,3,104,-2,16
CCC(C)NC(=O)Cn1c(=O)sc2ccccc21 (stereo not drawn),95,-4,2,-1,3,2,100,8,-5
S=c1[nH]nc(-c2ccc(Br)cc2)n1Cc1ccco1,98,8,2,13,-16,7,103,-11,5
CC(C)/C=C1\CC/C(=C\c2ccc(N(C)C)cc2)C1=O,88,68*,-1,39,-3,13,96,-177,-1
Cc1ccc(Cc2c(C)nc3nc(SCC(=O)NCCCN4CCCCC4)nn3c2C)cc1,111,-2,-11,10,4,2,96,5,0
CCC(C)(C)C1CCC2(CC1)NC(CO)(CO)CO2 (stereo not drawn),101,2,-2,-14,15,12,110,3,4
CCCN1C(=O)/C(=C/c2nc3ccccc3c(=O)[nH]2)c2ccccc21,105,-3,2,25,3,24,108,8,1
CC(Oc1ccccc1)C(=O)Nc1cccc(-c2nc3ccccc3[nH]2)c1 (stereo not drawn),95,3,7,10,-10,21,89,-2,-4
Cc1cc(C)cc(NC(=O)c2nnn(Cc3cc(C)ccc3C)c2N)c1,97,2,-5,25,-3,-33,97,-5,-1
COc1cccc2c1C(=O)CC2NC(=O)C(F)(F)F (stereo not drawn),101,-7,6,26,-6,13,107,5,5
COc1ccc(Cn2c(=S)[nH]c3cc(C(=O)NCCCN4CCOCC4)ccc3c2=O)cc1,115,5,-3,-11,-7,-2,106,-1,15
CCN(CC)S(=O)(=O)c1ccc(N2CCCC2)c(NC(=O)c2ccncc2)c1,92,1,-10,11,1,5,95,-2,-4

# A run of entries from further up:
SMILES,MEKK2 WT-MEK5,IDE inh,M18AAP inhibitor,NALP1 yeast inh,pCIP destab,UBC9 SUMO inh,MEKK3 PB1 HTS,IDE act,MEKK2 mut-MEK5
COc1cc(C(=O)NC2CCCC2)c(Br)c(OC)c1OC,98,-2,0,5,7,6,105,-2,-1
COc1ccccc1-c1c(C(F)(F)F)oc2cc(OC(=O)c3cccc([N+](=O)[O-])c3C)ccc2c1=O,97,1,-12,3,-6,11,102,-6,-4
Oc1ccc(CN2CCCCC2)c2cccnc12,112,1,10,1,5,-11,115,1,5
COc1ccccc1C(=O)NCCC(=O)NCC(C)(C)N1CCOCC1,108,1,-8,12,7,9,99,-1,6
CC1CCC(=NNc2ccc(C(F)(F)F)cc2[N+](=O)[O-])CC1 (stereo not drawn),111,-2,-9,28,-2,3,104,-2,16
CCC(C)NC(=O)Cn1c(=O)sc2ccccc21 (stereo not drawn),95,-4,2,-1,3,2,100,8,-5
S=c1[nH]nc(-c2ccc(Br)cc2)n1Cc1ccco1,98,8,2,13,-16,7,103,-11,5
CC(C)/C=C1\CC/C(=C\c2ccc(N(C)C)cc2)C1=O,88,68*,-1,39,-3,13,96,-177,-1
Cc1ccc(Cc2c(C)nc3nc(SCC(=O)NCCCN4CCCCC4)nn3c2C)cc1,111,-2,-11,10,4,2,96,5,0
CCC(C)(C)C1CCC2(CC1)NC(CO)(CO)CO2 (stereo not drawn),101,2,-2,-14,15,12,110,3,4
CCCN1C(=O)/C(=C/c2nc3ccccc3c(=O)[nH]2)c2ccccc21,105,-3,2,25,3,24,108,8,1
CC(Oc1ccccc1)C(=O)Nc1cccc(-c2nc3ccccc3[nH]2)c1 (stereo not drawn),95,3,7,10,-10,21,89,-2,-4
Cc1cc(C)cc(NC(=O)c2nnn(Cc3cc(C)ccc3C)c2N)c1,97,2,-5,25,-3,-33,97,-5,-1
COc1cccc2c1C(=O)CC2NC(=O)C(F)(F)F (stereo not drawn),101,-7,6,26,-6,13,107,5,5
COc1ccc(Cn2c(=S)[nH]c3cc(C(=O)NCCCN4CCOCC4)ccc3c2=O)cc1,115,5,-3,-11,-7,-2,106,-1,15

# The list continues:
SMILES,MEKK2 WT-MEK5,IDE inh,M18AAP inhibitor,NALP1 yeast inh,pCIP destab,UBC9 SUMO inh,MEKK3 PB1 HTS,IDE act,MEKK2 mut-MEK5
CCCNS(=O)(=O)c1ccc(OCC(=O)NCCC2=CCCCC2)cc1,100,-1,3,13,-7,-7,103,6,7
CN(C)C(CNC(=O)c1ccc(C2SCCS2)cc1)c1ccccc1 (stereo not drawn),126,-1,-3,8,4,4,101,-4,13
Cc1ccc[n+](CC(=O)c2ccc(Br)cc2)c1,109,nt,-8,15,-4,9,105,5,5
FC(F)(F)c1cccc(NC(=S)NC(c2ccccc2)c2ccccc2)c1,169*,4,-2,21,-6,-18,152*,7,10
CCCn1c2ccc(C)cc2c2n[nH]c(=S)nc21,105,8,13,-11,-3,-2,106,-6,9
CCCn1cc(C(=O)OCC)c(=O)c2cc(F)c(F)cc21,102,-1,5,nt,7,7,108,nt,19
O=C(CSc1cccc[n+]1[O-])NCC1CCCCC1,101,2,7,2,-1,7,104,9,0
O=C(Nc1ccc(NC(=O)C2CC2)nc1)c1ccncc1,100,0,2,1,-12,34,98,-3,-1

# Three compounds already listed, sorted by length of the SMILES, lowest first:
SMILES,MEKK2 WT-MEK5,IDE inh,M18AAP inhibitor,NALP1 yeast inh,pCIP destab,UBC9 SUMO inh,MEKK3 PB1 HTS,IDE act,MEKK2 mut-MEK5
Cc1ccc[n+](CC(=O)c2ccc(Br)cc2)c1,109,nt,-8,15,-4,9,105,5,5
O=C(Nc1ccc(NC(=O)C2CC2)nc1)c1ccncc1,100,0,2,1,-12,34,98,-3,-1
CCCn1cc(C(=O)OCC)c(=O)c2cc(F)c(F)cc21,102,-1,5,nt,7,7,108,nt,19
